M1 PAM parental – counter-screen for M1 PAMs: effect in parental CHO-K1 cells; 360,000 compounds, 0.02% hits; activation, % at 3 µM; ATP EC20, Fluo-8 calcium fluorescence; 0% at ATP EC20, 100% at ATP max; AID 602247;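 active = activation above the run cutoff, the mean activation of all test compounds plus 3 SD, cut at about 40% in these data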;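 also: peak over basal fluorescence ratio in a 140 s read after ATP addition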
M1 PAM – human CHRM1 positive allosteric modulation; CHO-K1 hM1, Fluo-8 calcium fluorescence, ACh EC20; 0% = ACh EC20, 100% = maximal ACh; P11229; 360,000 compounds, 0.088% hits; activation, % at 3 µM; AID 588819; in the data active = activation above about 19%, passing the limit was not always enough
Target sequence (P11229 whole entry, looked up): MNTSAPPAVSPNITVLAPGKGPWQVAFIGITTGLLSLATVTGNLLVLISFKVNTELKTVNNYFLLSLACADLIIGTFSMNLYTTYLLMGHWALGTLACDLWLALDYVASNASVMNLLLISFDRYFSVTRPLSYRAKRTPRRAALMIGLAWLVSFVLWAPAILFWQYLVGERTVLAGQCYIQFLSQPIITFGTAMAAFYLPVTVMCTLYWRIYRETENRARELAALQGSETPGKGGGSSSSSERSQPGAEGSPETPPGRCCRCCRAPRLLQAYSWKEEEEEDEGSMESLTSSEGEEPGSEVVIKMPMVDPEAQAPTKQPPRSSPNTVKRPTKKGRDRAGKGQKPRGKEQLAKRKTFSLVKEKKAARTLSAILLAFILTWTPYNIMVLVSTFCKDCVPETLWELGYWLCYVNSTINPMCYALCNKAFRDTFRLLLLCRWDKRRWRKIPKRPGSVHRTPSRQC
CHO-K1 Ca ag – nonselective activator or artifact in parental CHO-K1 cells. Fluo-8 calcium fluorescence; scaled to maximal ATP response, vehicle zero. activation, % at 3 µM. 360,000 compounds, 0.48% hits. AID 602248; in the data active = activation above about 15%;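 also: untransfected CHO-K1 host cells lacking M1 receptor as counterscreen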
CHO-K1 Ca antag – M1 antagonist counterscreen hit in parental CHO-K1 cells | ATP-induced calcium, Fluo-8 fluorescence | 360,000 compounds, 0.6% hits | inhibition, % at 3 µM;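 active = inhibition above a per-plate cutoff, the plate's mean sample inhibition plus 3 SD, cut at about 24% in these data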;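 also: 0% = DMSO plus EC80 ATP and 100% = DMSO alone without ATP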
CHO parental Ca – counter-screen: ATP calcium response change in parental CHO cells | parental CHO-K1, ATP-induced calcium, Fluo-8 fluorescence | inhibition, % at 5.6 µM | 330,000 compounds, 0.63% hits | AID 463079;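 active = inhibition above that plate's mean sample inhibition plus 3 SD, cut at about 26% in these data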;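 also: 0% = ATP-challenged DMSO wells and 100% = DMSO wells without ATP; some compounds past the cut are filed as inactive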
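Measured by: calcium-sensitive Fluo-8 fluorescence / Test system: CHO parental line / Controls: ATP-challenged DMSO wells low, unchallenged DMSO wells high / Measure: % inhibition / Compound: single nominal dose of 5.6 µM per compound / Replicates: single well per compound, no replicates / Reagent: ATP as calcium-mobilizing challenge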
TAAR1 ag – agonists of human TAAR1. CHO RD-HGA16 TAAR1, Fluo-8 calcium fluorescence; vehicle wells 0%, saturating PEA agonist 100%. activation, % at 3 µM. 360,000 compounds, 0.99% hits. AID 624467;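 active = activation above the mean activation of all test compounds in the run plus 3 SD, cut at about 38% in these data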
Target sequence (Q96RJ0 whole entry, looked up): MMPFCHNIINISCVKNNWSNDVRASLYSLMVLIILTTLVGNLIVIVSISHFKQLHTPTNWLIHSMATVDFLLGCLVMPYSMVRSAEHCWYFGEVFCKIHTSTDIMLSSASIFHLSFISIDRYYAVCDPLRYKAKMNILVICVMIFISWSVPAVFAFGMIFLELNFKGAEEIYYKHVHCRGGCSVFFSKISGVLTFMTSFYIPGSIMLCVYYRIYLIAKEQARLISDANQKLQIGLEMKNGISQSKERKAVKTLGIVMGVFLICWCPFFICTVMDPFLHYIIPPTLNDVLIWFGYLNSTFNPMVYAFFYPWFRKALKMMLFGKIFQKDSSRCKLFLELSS
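Benchmarks: low control DMSO, high control PEA (EC100); System: CHO RD-HGA16 cells carrying human TAAR1 plus Gα16; Detection: Fluo-8 fluorescence, 5 s baseline then 140 s kinetic read; Schedule: 17-24 h plating, Fluo-8 75 min 37 °C, 30 min RT; Read-out basis: % activation from peak over basal fluorescence ratio, DMSO-to-PEA scaled.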
TAAR1 antagonist – human TAAR1 antagonism | CHO RD-HGA16 TAAR1, Fluo-8 calcium fluorescence, antagonist | inhibition, % at 3 µM | 360,000 compounds, 1.5% hits;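 active = inhibition above a per-plate cutoff, the mean inhibition of test compounds on that plate plus 3 SD, cut at about 49% in these data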;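 also: 0% = DMSO plus EC80 beta-PEA response and 100% = DMSO alone without agonist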
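Test system – hTAAR1-expressing CHO RD-HGA16 cells, Gα16-coupled · Also added – β-PEA at EC80 concentration, post-compound challenge · Compound – 3 µM, single point · Incubation – dye loading 75 min at 37 °C, then 30 min room temperature · Measured by – Fluo-8 intracellular calcium dye fluorescence, real-time kinetic reads · Benchmarks – vehicle and agonist controls · Replicates – singlicate, one well per test compound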
CHRM1 antagonist – blocks human M1 muscarinic receptor | CHO-K1 hM1, Fluo-8 calcium fluorescence, ACh EC80 antagonist | inhibition, % at 3 µM | 360,000 compounds, 1.3% hits;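 active = percent inhibition above its own plate's cutoff, namely the mean of that plate's compound wells plus 3 SD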;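 also: peak over basal fluorescence ratio during 140 s after agonist addition; 0% = ACh EC80 plus DMSO and 100% = DMSO alone without agonist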
M1 ag – human M1 muscarinic receptor agonism. 360,000 compounds, 0.33% hits. activation, % at 3 µM. CHO-K1 hM1, Fluo-8 calcium fluorescence, agonist mode; 0% DMSO, 100% acetylcholine EC100. AID 588814. P11229;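 active = activation above the run's mean compound activation plus 3 SD, cut at about 16% in these data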;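 also: peak over basal fluorescence ratio within a 140 s kinetic read after compound addition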
The depositor's hits bear a star; / = no result given.

entry | Molecule | M1 PAM parental | M1 PAM | CHO-K1 Ca ag | CHO-K1 Ca antag | CHO parental Ca
1 | CSc1nc2c(cnn2-c2ccccc2)c(=O)n1N | 19 | 14 | 0.1 | -8 | -7
2 | CN(c1ccccc1)S(=O)(=O)c1ccc(C(=O)NCc2ccccc2CN2CCCC2)cc1 | -13 | -16 | 17* | 10 | /
3 | Cn1ccc2c(-c3ccc(C(N)=O)cc3)cc3c(c21)C1CCC3O1 (stereo unspecified) | 6 | 0 | -0.5 | -5 | /
4 | CCC(c1nnc(SCC(=O)NNC(=O)c2ccccc2)n1Cc1ccccc1)N(C)C (stereo unspecified) | 1 | 8 | 1.2 | -11 | -22
5 | Cc1ccccc1-n1c(SC2CCOC2=O)nnc1-c1ccncc1 (stereo unspecified) | 11 | 15 | -0.1 | -10 | 2
6 | N#CCCN(Cc1ccccc1)C(C(=O)NC1CCCCC1)c1cc2ccccc2o1 (stereo unspecified) | 21 | -10 | 6.5 | -11 | /
7 | O=C1N/C(=C/c2ccc(Br)s2)C(=O)N1c1ccccc1 | 6 | 2 | 1.6 | 0 | -12
8 | COc1ccc(CN2CCC(C(=O)N3CCN(c4ccccc4F)CC3)CC2)cc1OC | 21 | 10 | 0.4 | -7 | -6
9 | CC(C)c1ccc(C(=O)NC2=NCCS2)cc1 | 19 | 4 | 5.1 | -4 | 10
10 | CC1(C(=O)Nc2cccc(C#N)c2)CCN1C(=O)C1(c2ccccc2)CC1 (stereo unspecified) | 3 | 1 | 1.5 | -4 | /
11 | Cc1ccc(Oc2ccccc2/C=C/C(=O)O)cc1 | 6 | 6 | 0.2 | -2 | -7
12 | COc1ccc(C(CNC(=O)c2ccc(NS(=O)(=O)c3ccc(F)c(C)c3)cc2)N(C)C)cc1 (stereo unspecified) | 9 | -4 | 2.7 | -10 | 7
13 | Cc1cc([N+](=O)[O-])nn1CCCC(=O)N1CCN(c2ccc(F)cc2)CC1 | 12 | 9 | 0.3 | 2 | -5
14 | Cc1cc(C)n(C(=O)Cc2cn3ccsc3n2)n1 | 28 | 7 | 0.9 | -13 | 1
15 | COc1cccc(CNC(=O)c2ccccc2C(=O)NC(C)(C)C(=O)NCc2cccc(OC)c2)c1 | 16 | 11 | 1.5 | -10 | 2

entry | TAAR1 ag | TAAR1 antagonist | CHRM1 antagonist | M1 ag
1 | 0 | 7 | -10 | -7
2 | 7 | -34 | 21 | -6
3 | -2 | -38 | -1 | -10
4 | 0 | 0 | -9 | -2
5 | 7 | 19 | -15 | -3
6 | 2 | 47 | -3 | -1
7 | 2 | -15 | -2 | -3
8 | 5 | -12 | -11 | -4
9 | 1 | -13 | -7 | -4
10 | 5 | 4 | -11 | 0
11 | 1 | 2 | -7 | -2
12 | 4 | 5 | -4 | -8
13 | 1 | 6 | -10 | -8
14 | 16 | -13 | -15 | -4
15 | 3 | 0 | -10 | -1

Gathered by group, the entries above with a cyano group
entry | Molecule | M1 PAM parental | M1 PAM | CHO-K1 Ca ag | CHO-K1 Ca antag | CHO parental Ca
6 | N#CCCN(Cc1ccccc1)C(C(=O)NC1CCCCC1)c1cc2ccccc2o1 (stereo unspecified) | 21 | -10 | 6.5 | -11 | /
10 | CC1(C(=O)Nc2cccc(C#N)c2)CCN1C(=O)C1(c2ccccc2)CC1 (stereo unspecified) | 3 | 1 | 1.5 | -4 | /

entry | TAAR1 ag | TAAR1 antagonist | CHRM1 antagonist | M1 ag
6 | 2 | 47 | -3 | -1
10 | 5 | 4 | -11 | 0

Other entries.
entry | Molecule | M1 PAM parental | M1 PAM | CHO-K1 Ca ag | CHO-K1 Ca antag | CHO parental Ca
16 | N#C/C(=C\c1ccc(OCCN2CCOCC2)cc1)C(=O)Nc1ccccc1F | -2 | 0 | 0.3 | -3 | -9
17 | Cc1cc(C)n(/N=C/c2cccs2)c(=O)c1C#N | -12 | 1 | -0.4 | 21 | -11
18 | O=C(c1cccc2c1-c1ccccc1/C2=N/O)N1CCCCC1 | -7 | 5 | 0.1 | 25* | -16
19 | COc1ccc(CN2C(=O)CCC2(C)C(=O)NC2CCCC2)c(OC)c1 (stereo unspecified) | 27 | 16 | 0.6 | -9 | -6
20 | c1ccc(COc2cccc(CNCc3cccs3)c2)cc1 | 8 | -3 | 2.0 | -6 | -15
21 | Cc1ccc(NC2CCCN(C(=O)c3cn4cc(Cl)ccc4n3)C2)cc1C (stereo unspecified) | 9 | 9 | 5.1 | -8 | -20
22 | COc1ccc(Nc2nc3nonc3nc2N2CCCCC2)cc1 | -14 | -4 | 2.9 | 4 | -11
23 | CCOC(=O)C1=C(C)Nc2ncnn2C1c1cccnc1 (stereo unspecified) | -3 | 0 | 0.4 | 6 | 6
24 | CC1(C)CC(=O)C=C(c2ccc(-c3cnn(Cc4ccccc4)c3)cc2)C1=O | -5 | -6 | 2.2 | 7 | /
25 | CC(C)OCCCNC(=O)CNC(=O)c1ccc(Cl)c(Cl)c1 | 13 | 8 | 0.1 | -10 | -2
26 | CCC1OC(c2ccc([N+](=O)[O-])cc2)=Nc2ccccc21 (stereo unspecified) | 4 | -15 | 0.6 | -6 | -5
27 | CC(=O)N(C1=C(N)C(=O)c2ccccc2C1=O)c1ccccc1 | -10 | -2 | 0.5 | -2 | -3
28 | CCCOC(=O)Nc1sc2c(c1C(N)=O)CCCC2 | 3 | 0 | 0.0 | -5 | -11
29 | COc1cc(C#Cc2c(-c3cncn3C)n(C)c3ccc(-c4ccc(OC)c(OC)c4)cc23)cc(OC)c1 | -7 | 16 | -0.1 | -16 | -35
30 | CC1(C)COCN1C(=O)c1ccc(Cl)c(Cl)c1 | 25 | 10 | 0.9 | -3 | -4

entry | TAAR1 ag | TAAR1 antagonist | CHRM1 antagonist | M1 ag
16 | 4 | -18 | 6 | -3
17 | 1 | -20 | 6 | -8
18 | 4 | -1 | -10 | -2
19 | 1 | -7 | -18 | 1
20 | 8 | -19 | -1 | -7
21 | 0 | -6 | -6 | -3
22 | -1 | -36 | 5 | -4
23 | 4 | -15 | 11 | -1
24 | 4 | 6 | 5 | 1
25 | 9 | 10 | -5 | -3
26 | -1 | -2 | 11 | -10
27 | 0 | -24 | 6 | -8
28 | 1 | -28 | 5 | -4
29 | 3 | 26 | -13 | -6
30 | 2 | -3 | -9 | -10

Single records, from the list above:
Record of CC(=O)N(C1=C(N)C(=O)c2ccccc2C1=O)c1ccccc1 → M1 PAM parental: -10; M1 PAM: -2; CHO-K1 Ca ag: 0.5; CHO-K1 Ca antag: -2; CHO parental Ca: -3; TAAR1 ag: 0; TAAR1 antagonist: -24; CHRM1 antagonist: 6; M1 ag: -8
Record of CCC1OC(c2ccc([N+](=O)[O-])cc2)=Nc2ccccc21 (stereo unspecified) → M1 PAM parental: 4; M1 PAM: -15; CHO-K1 Ca ag: 0.6; CHO-K1 Ca antag: -6; CHO parental Ca: -5; TAAR1 ag: -1; TAAR1 antagonist: -2; CHRM1 antagonist: 11; M1 ag: -10

(cont.)
entry | Molecule | M1 PAM parental | M1 PAM | CHO-K1 Ca ag | CHO-K1 Ca antag | CHO parental Ca
31 | COc1ccc(CCNC(=O)Cn2cccc2C(=O)c2ccccc2)cc1OC | 11 | 5 | -0.4 | 1 | 1
32 | CN(CC(=O)Nc1cccc(F)c1)C(=O)c1ccc(S(=O)(=O)N2CCCC2)cc1 | -14 | 5 | 0.5 | -13 | -11
33 | Cc1ccccc1N1C(N)=NC(N)=NC1(C)C | 1 | 4 | 0.3 | 5 | -12
34 | CC(C)OC(=O)N(C)C[C@@H]1OCc2cn(nn2)CCCC(=O)N([C@H](C)CO)C[C@H]1C | -10 | 24 | -0.5 | 5 | /
35 | CC(C(=O)Nc1ccccc1-c1ccccc1)N(C)Cc1nc2ccccc2c(=O)[nH]1 (stereo unspecified) | 15 | 13 | 0.7 | -2 | -39
36 | CC(=O)Nc1ncc(Sc2ccc([N+](=O)[O-])cc2)s1 | -5 | -2 | 0.0 | -2 | /
37 | CNC(=O)c1nn(-c2ccccc2)ccc1=O | 11 | 0 | 0.2 | -8 | -21
38 | COCCNC(=O)c1cc(-c2ccccc2C)nn1CC1CC(c2cccnc2)=NO1 (stereo unspecified) | -25 | -2 | 0.1 | 15 | -2
39 | COc1ccc(CNC(=O)c2ccc3c(c2)N(C)CCS3)cc1 | 7 | -8 | 5.7 | 3 | -5
40 | CCOC(=O)Cc1csc(NC(=O)c2sc3nc4ccc(CC)cc4cc3c2N)n1 | 20 | 12 | 0.3 | -11 | -8
41 | CC(=O)NS(=O)(=O)c1cccnc1Nc1ccc(Cl)c(Cl)c1 | 5 | 4 | -0.4 | 0 | -7
42 | O=C(NC1CC1)c1ccc2sc([C@H]3C[C@H](O)[C@@H](CO)O3)nc2c1 | 5 | 11 | 0.4 | -6 | /
43 | CCN1CCc2c(OCC(=O)N3CCCc4ccccc43)cccc2C1=O | 15 | 0 | 3.2 | -10 | -8
44 | CCOC(=O)C1=C(O)/C(=C/c2ccc(OCC(=O)O)c(OCC)c2)SC1=Nc1ccccc1 | 9 | 4 | 0.3 | -6 | -1
45 | CC(=O)Nc1cccc(N(C)C)c1 | -6 | 8 | -0.1 | 10 | -10

entry | TAAR1 ag | TAAR1 antagonist | CHRM1 antagonist | M1 ag
31 | -1 | 1 | -14 | -4
32 | 6 | -8 | -6 | -4
33 | 8 | 10 | -40 | -8
34 | 4 | -21 | -17 | 5
35 | 5 | -7 | -7 | -5
36 | 1 | -6 | -1 | -2
37 | 1 | -1 | -2 | -3
38 | 6 | -6 | 4 | -6
39 | -2 | 4 | 13 | -4
40 | 5 | 21 | -20 | -5
41 | 0 | -4 | 1 | 0
42 | 0 | 1 | -11 | 0
43 | 5 | -5 | 0 | -2
44 | 3 | 12 | 0 | -2
45 | 14 | 1 | -33 | 0

Continuation:
entry | Molecule | M1 PAM parental | M1 PAM | CHO-K1 Ca ag | CHO-K1 Ca antag | CHO parental Ca
46 | Cc1ccccc1COc1ccc(/C=C(\C#N)C(N)=O)cc1 | 20 | 8 | 1.9 | -12 | -9
47 | CC(=O)c1c(C)[nH]c(C(=O)OCC(=O)Nc2cc(Cl)ccc2[N+](=O)[O-])c1C | -3 | -20 | 12 | 17 | 27*
48 | CCc1sc(C(=O)N2CCN(c3ccc(F)cc3)CC2)cc1C | 18 | -4 | 0.3 | -13 | 4
49 | CCc1cc(=O)oc2cc(C)cc(O)c12 | 10 | 15 | 3.8 | -12 | 1
50 | CC(=O)Nc1c(C)nn(C(C)=O)c1C | 5 | 0 | 0.3 | -8 | 1

entry | TAAR1 ag | TAAR1 antagonist | CHRM1 antagonist | M1 ag
46 | 33 | -11 | -2 | 1
47 | 16 | 51* | 25* | 9
48 | 2 | 3 | 9 | -9
49 | 0 | -2 | -11 | 6
50 | 2 | -1 | -3 | -5

Source: PubChem BioAssay

This is a random part of the collection; any-hit rate near 4.4%.
